Screening results: PubChem, National Center for Advancing Translational Sciences (NCATS)
GAA inhib – inhibitors of human lysosomal alpha-glucosidase; P10253; purified human GAA, 4-MU-alpha-glucoside fluorescence; Potency, µM (series often up to 76.9 µM), inactives show at the top dose activity change, negative = inhibition, usual class: inhibitors; 200,000 compounds, 0.005% hits;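 further: plate controls were uninhibited enzyme wells for no effect and no-enzyme background for full effect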
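Activity normalized between no-enzyme (basal) and enzyme-only wells. Conditions: 4 nM human enzyme, 400 uM fluorogenic substrate, citrate/phosphate pH 5.0 with Tween-20, 20 min room temperature, compounds up to 77 uM.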
GAA glycogen – alters human alpha-glucosidase cleavage of glycogen; P10253; recombinant GAA, glycogen substrate, Amplex Red glucose oxidase fluorescence; Potency, µM (doses to about 76.4 µM), inactives show top-dose activity change, negative = inhibition, usual class: inhibitors; 300,000 compounds, 0.38% hits; AID 2100;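 further: 0% = full enzyme reaction and -100% = no-enzyme basal signal; the screen sought inhibitors and activators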
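qHTS, 1536-well; enzyme 4 nM final; cpd up to 77 uM; substrate bovine liver glycogen 30 ug; 50 mM citrate/phosphate pH 5.0, 0.01% Tween-20; 37 C, 40 min; Amplex Red detection 45 min RT; Hill fit → AC50.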
GAA spleen mod – inhibitors or activators of human alpha-glucosidase in spleen homogenate | P10253 | human spleen homogenate, 4-MU-alpha-glucoside fluorescence | Potency, µM (top dose mostly 79.9 µM), for the others: top-dose activity change, negative = inhibition, most hits filed as inhibitors | AID 2112 | 240,000 compounds, 0.006% hits;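 further: 0% = enzyme with vehicle and -100% = no enzyme basal signal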
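AC50 values come from Hill-equation fits of concentration-response data, normalized to no-enzyme and full-activity controls. Enzyme source: 1 ug human spleen homogenate; 1 mM fluorogenic 4-MU glucoside, pH 5.0 citrate buffer, 37 C, 40 min.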
Tau fluor counter – counter-screen for tau fibril formation inhibitors. tau K18 P301L Alexa594 fluorescence, heparin fibrillization. Potency, µM (doses to about 57.7 µM), for the others: at the highest dose activity change, negative = decrease. 280,000 compounds, 0.93% hits; further: on the % scale 0 is the no-effect control and ±100 the full control effect; nearly all actives have a fitted effect of over 55% in size
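Human K18 P301L tau (15 uM unlabeled plus 0.24 uM Alexa 594-labeled, final) in 100 mM sodium acetate pH 7 was mixed with compound and 20 uM heparin and incubated 6 hr at 37 C.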
HTT cytoprotect – protects HTT-Q103 PC12 cells, measured by ATP; PC12 HTT-Q103 induced, cytoprotection, ATP luminescence, 40 h; Potency, µM (doses to about 56.4 µM), without a hit: cytoprotection (ATP increase), most hits filed as activators; 230,000 compounds, 0.14% hits; AID 1471;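 further: % of control where 0% means no effect; nearly all actives have a fitted effect of over 45% in size; toxic huntingtin expression switched on by the ecdysone agonist tebufenozide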
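Compounds were screened for protection of PC12 cells against cell death after tebufenozide induction (100 nM final) of mutant Huntingtin exon 1 (Q103) fused to GFP.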
Tau fibril ThT – tau fibrillization inhibition (ThT binding). 270,000 compounds, 2.1% hits. Potency, µM (top dose mostly 57.4 µM), for the others: top-dose activity, negative = inhibition, actives largely listed as inhibitors. recombinant tau K18 P301L, heparin-induced fibrillization, ThT fluorescence. P10636; further: on the % scale 0 is the no-effect control and ±100 the full control effect; nearly all actives have a fitted effect of over 55% in size
Target sequence (P10636 561-689 P618L limits assumed): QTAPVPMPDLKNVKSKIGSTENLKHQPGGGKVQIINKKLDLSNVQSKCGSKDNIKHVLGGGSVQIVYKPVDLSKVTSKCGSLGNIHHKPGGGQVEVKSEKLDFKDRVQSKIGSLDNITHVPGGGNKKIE
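Fibril formation assay: tau K18 P301L at 15 uM with trace Alexa 594 label, heparin inducer 20 uM, pH 7 sodium acetate buffer, 37 C for 6 hr; endpoint ThT signal.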
GLA spleen mod – inhibits or activates alpha-galactosidase in human spleen homogenate. AID 2107. human spleen homogenate, 4MU-alpha-Gal fluorescence, 40 min. P06280. Potency, µM (doses to about 80 µM), inactives show at the highest dose activity change, negative = inhibition, most hits filed as inhibitors. 240,000 compounds, 0.008% hits;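 further: 0% = enzyme with vehicle and -100% = no enzyme basal signal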
Target sequence (P06280 32-429 limits assumed): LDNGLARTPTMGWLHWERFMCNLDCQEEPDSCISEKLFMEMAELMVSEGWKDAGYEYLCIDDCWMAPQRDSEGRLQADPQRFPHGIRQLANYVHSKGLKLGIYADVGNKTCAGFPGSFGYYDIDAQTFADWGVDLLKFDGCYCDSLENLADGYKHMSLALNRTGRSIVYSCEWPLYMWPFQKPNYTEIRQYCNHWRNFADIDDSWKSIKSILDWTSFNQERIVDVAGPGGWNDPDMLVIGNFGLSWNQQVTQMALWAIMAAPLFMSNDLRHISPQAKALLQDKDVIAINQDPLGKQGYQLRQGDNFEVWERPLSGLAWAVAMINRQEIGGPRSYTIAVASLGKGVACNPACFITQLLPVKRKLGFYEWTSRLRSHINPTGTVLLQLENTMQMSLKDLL
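Inhibition or activation of alpha-galactosidase in human spleen homogenate is scored by 4-MU fluorescence after 40 min at 37C, pH 5.0, with 1 mM substrate. AC50s come from concentration-response fitted to the Hill equation.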
Tau FP inhib – blocks human tau fibril formation measured by polarization; 280,000 compounds, 0.39% hits; P10636; AID 1468; K18 P301L tau heparin fibrillization, Alexa594 FP, 6 h; Potency, µM (series often up to 57.7 µM), for the others: at the top dose activity, negative = inhibition, most hits filed as inhibitors; further: on the % scale 0 is the no-effect control and ±100 the full control effect; nearly all actives have a fitted effect of over 55% in size
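K18 P301L tau (15 uM unlabeled/0.24 uM Alexa 594-labeled, final) + compound + heparin 20 uM final; 100 mM NaOAc pH 7; 6 hr 37 C; ThT 30 uM final added, 1 hr RT; FP ex 555/em 632 nm.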
Starred values were filed as active, the others as inactive; u = inconclusive; x = no result given; & = joins results of further samples; [ ] = remark or other dose. The call rests on the fitted dose curve; in most records, active means well fitted curve in the direction sought with a large enough effect; inconclusive means small, poorly fitted or top-dose-only effect, or another doubt; inactive means no such curve, though single readings can be large; an effect the other way counts as inactive or inconclusive. Potency means the concentration at half of the fitted maximal effect.

SMILES | GAA inhib | GAA glycogen | GAA spleen mod | Tau fluor counter | HTT cytoprotect | Tau fibril ThT | GLA spleen mod | Tau FP inhib
O=S(=O)(CCc1nc2ccccc2s1)c1ccc2ccccc2c1 | u | -5% | -1% | -20% | 2% | -7% | 2% | 7%
CCOc1ccccc1NC(=O)Nc1cc(S(=O)(=O)N(C)C)ccc1C | 11% | 8% | -2% | -8% | 14%[10 µM] | 6% | -1% | -12%
COc1ccc(C(=O)Nc2ccccc2C(=O)N/N=C/c2ccncc2)cc1OC | x | -4% | -17% | -20% | -81%[inhibitor][10 µM] | -6% | 3% | -3%
COc1ccc(C)cc1NC(=O)C1CCC(CNc2c(N3CCOCC3)c(=O)c2=O)CC1 (stereo unspecified) | 1% | 7% | 6% | -12% | -6% | -12% | 5% | -6%
CCOC(=O)C1CCN(C(=O)Cn2ncc3c4ccccc4n(Cc4ccccc4)c3c2=O)CC1 | x | 11%[76.3 µM] | x | -1% | x | -9% | x | 7%
O=C(Nc1ccc2nc(SCCOc3ccccc3)sc2c1)c1ccco1 | x | -6%[76.3 µM] | x | u | x | -8% | x | u
Cc1cc2c(s1)c1cnn(Cc3ccccc3F)c(=O)c1n2C | -3% | -1% | -3% | -5% | -9% | -4% | -1% | -2%
COc1cc(N2C(=O)C=CC2=O)c(OC)cc1Cl | 1% | 2% | 0% | 0% | 3%[10 µM] | u | -10% | -3%
Cc1cc(N/N=C/c2ccccc2)nc(NCc2ccccc2)n1 | 0% | 11% | -1% | u | -22%[10 µM] | -12% | 5% | -5%
Cc1ccc(S(=O)(=O)CC(=O)NC2CC2)cc1 | 0% | -6% | -4% | -1% | 8% | -8% | -1% | 7%
CNC(=O)Oc1ccc2c(c1)[C@@]1(C)CCN(C)C1N2C (stereo partly specified) | x | x | 4%&2%&5% | -8%&4%&-12% | -62%&-26%[inhibitor] | -7%&1%&-1% | 2%&4%&7% | -3%&3%&-20%
Cc1ccc(C(=O)COC(=O)CNC(=O)COc2ccccc2C)cc1C | -5% | -1% | -3% | -13% | 10% | u | 3% | -11%
CCN1CCN(C(=S)c2ccc(-c3ccccc3)cc2)CC1 | 1% | -14% | 7% | -7% | -15% | -2% | 2% | -9%
COCCCn1c(=N)c(C(=O)NC2CCCCC2)cc2c(=O)n3cc(C)ccc3nc21 | x | 17%[76.3 µM] | x | 5% | x | 5% | x | 0%
COCCCNC(=O)c1cc(S(=O)(=O)N2CCOCC2)ccc1SCc1cccc(OC)c1OC | -19% | 1% | -4% | -17% | -25% | -6% | 2% | -2%
Nc1n[nH]c(C2CC2)c1N=Nc1ccc(Cl)c(Cl)c1 | x | -7% | -10% | 13µM*[quencher] | -13%[10 µM] | 13µM* | 3% | u
CCCSc1cc(=O)n(-c2ccccc2)nc1C(=O)OCC | -10% | -2% | -22% | -10% | 22% | -9% | 5% | -7%
O=C(NC1CCCC1)C(c1cccs1)N(C(=O)c1ccco1)c1ccc2c(c1)OCCO2 (stereo unspecified) | -6% | -7% | 5% | 6% | -6%[10 µM] | -5% | -6% | -1%
COc1ccc(NC(=O)CSc2ccc3nnc(-c4cccnc4)n3n2)c(OC)c1 | -6% | -7% | x | -6% | 0% | -15% | 7% | 15%
CC(C)N1CCN(Cc2nc3ccccc3s2)CC1CCO (stereo unspecified) | 15% | -1% | -1% | 6% | 12%[10 µM] | 1% | 4% | 3%
Cc1ccc(-c2nc(N)n(C(=O)c3ccco3)n2)cc1 | 5% | -1% | -9% | -7% | -38%[inhibitor] | -5% | -6% | 5%
N#CCCN(C(=O)COC(=O)c1ccc(S(=O)(=O)Nc2ccccc2)cc1)c1ccccc1 | -14% | -1% | -5% | -15% | 12%[10 µM] | -4% | 0% | 3%
Cc1cccc(N2CCN(C(=O)CCc3nc4ccccc4[nH]3)CC2C)c1 (stereo unspecified) | -8% | 6% | -18% | -10% | -19% | -8% | -2% | 1%
COC(=O)C[C@@H]1O[C@H]1[C@H](C)[C@@H](OC)C(C)C | x | x | -2%[17.4 µM] | -29%[11.6 µM] | -6%[10 µM] | u | -7%[17.5 µM] | -8%[11.6 µM]
COc1cc(/C=C2\SC(=S)N(NS(=O)(=O)c3ccc(C)cc3)C2=O)ccc1O | -8% | u | -2% | -16% | 3%[10 µM] | 10µM* | -1% | 6%
CC(C)c1nnc(N2C(=O)c3oc4ccccc4c(=O)c3C2c2ccccc2F)s1 (stereo unspecified) | x | -9%[76.3 µM] | x | 2% | x | 3% | x | 3%
CC1=C(C(N)=O)C(c2cccs2)n2nc(-c3cccc(Cl)c3)nc2N1 (stereo unspecified) | 4% | u | -2% | -8% | u | -4% | 2% | 0%
CCOc1ccc(NC(=S)Nc2cc(C)[nH]n2)cc1 | 8% | u | -13% | 2% | 18%[10 µM] | -6% | 1% | 4%
CN(C(=O)c1ccncc1)c1nnc(-c2ccccn2)s1 | 12% | -5% | -4% | -4% | 1% | -10% | -3% | -5%
Cc1cnc(C(=O)OCC(=O)NCCc2ccccc2)cn1 | u | 0% | 0% | -2% | 10% | -3% | 0% | 5%
CCN(C(=O)c1sc(N)c(C#N)c1C)C1CCCCC1 | -4% | -10% | -19% | -8% | -7% | 2% | -14% | -2%
O=C(CNC(=O)c1ccccc1)NCCO | -7% | 3% | 7% | 11% | 30%[10 µM] | 2% | 5% | 3%
COC(=O)CNC(=O)COC(=O)C(Cc1ccccc1)NC(=O)c1ccco1 (stereo unspecified) | -11% | -10% | 1% | 4% | -12% | -6% | 1% | -4%
Cn1c(=O)[nH]c(=O)c2c1nc(NCc1ccccc1)n2CC(O)c1ccccc1 (stereo unspecified) | -1% | 7% | -9% | -14% | -3% | -17% | -2% | 4%
CC1(C)OC(c2ccccc2)=C/C(=C/C=Nc2ccccc2)O1 | 2% | -3% | -10% | -17% | -15%[10 µM] | u | -16% | 13%
N#CCSc1nnc(COc2ccc3ccccc3c2)o1 | -11% | -9% | -1% | -9% | 5% | -10% | -14% | -4%
COCC(=O)NNS(=O)(=O)c1ccccc1[N+](=O)[O-] | -2% | 10% | 0% | 7% | 7%[10 µM] | 6% | 2% | 8%
N#Cc1cnc(SCC(=O)c2ccccc2)nc1N | -6% | 2% | -6% | -11% | 32%[1.9 µM] | -16% | -3% | 5%
CN1/C(=C/C(=S)NC(=O)C2CCC2)C(C)(C)c2ccccc21 | -4% | -19% | -2% | -7% | -19% | u | -4% | 8%
CC(=O)c1nn(-c2ccccc2)cc1C(=O)c1ccc(Br)cc1 | 1% | 13% | 4% | 5% | -3%[10 µM] | 12% | 3% | -1%
COc1cccc(-c2nc(-c3ccccc3)[nH]c(=O)c2C#N)c1 | -4% | 8% | 3% | -1% | -18% | -5% | 11% | 5%
COC(=O)C1=C(C)N(c2ccc(Br)cc2)C(=O)/C1=C\c1ccco1 | 0% | 4% | -1% | 0% | -29%[0.074 µM] | 3% | -10% | -2%
COc1ccc(-c2cn[nH]c2N)c(OC)c1 | -13% | -3% | u | -3% | 4% | -11% | -10% | 11%
COc1cccc2sc(Nc3nc4ccc(NC(C)=O)cc4s3)nc12 | 7% | 4% | -4% | -8% | x | -7% | -1% | u
O=C(Nc1ccc(Cl)cn1)c1ccccc1F | -3% | 3% | 0% | -2% | -24% | 2% | 5% | -5%
CCN(CC)C(=O)Cn1c(=O)n(-c2ccccc2)c(=O)c2sccc21 | -2% | 10% | 2% | -3% | -26% | 0% | -4% | -3%
O=C(O)CCCCn1c(SCc2ccccc2Cl)nc2ccsc2c1=O | -3% | -3% | -3% | 2% | -14%[10 µM] | -10% | -2% | 5%
CCn1c(C(=O)NCc2ccc(OC)cc2)cc2sc(Cl)cc21 | x | -19%[76.3 µM] | x | u | x | -12% | x | -10%

Sorted by molar mass (highest first): three of the compounds above
SMILES | GAA inhib | GAA glycogen | GAA spleen mod | Tau fluor counter | HTT cytoprotect | Tau fibril ThT | GLA spleen mod | Tau FP inhib
CC(=O)c1nn(-c2ccccc2)cc1C(=O)c1ccc(Br)cc1 | 1% | 13% | 4% | 5% | -3%[10 µM] | 12% | 3% | -1%
CN1/C(=C/C(=S)NC(=O)C2CCC2)C(C)(C)c2ccccc21 | -4% | -19% | -2% | -7% | -19% | u | -4% | 8%
N#Cc1cnc(SCC(=O)c2ccccc2)nc1N | -6% | 2% | -6% | -11% | 32%[1.9 µM] | -16% | -3% | 5%

Later entries:
SMILES | GAA inhib | GAA glycogen | GAA spleen mod | Tau fluor counter | HTT cytoprotect | Tau fibril ThT | GLA spleen mod | Tau FP inhib
COc1ccc(C(CCNCc2ccc(F)cc2)c2ccc(F)cc2)cc1 (stereo unspecified) | u | -1% | -4% | -3% | -39%[10 µM] | -16% | -1% | 8%
COC(=O)c1sc(NC(=O)/C=C/c2ccc(C)cc2)nc1C | 2% | -4% | -2% | 4% | 13%[0.074 µM] | -3% | 0% | -4%
c1ccc(C2NCCc3ccccc32)cc1 (stereo unspecified) | u | 7% | 8% | -6% | -6%[10 µM] | -5% | 8% | -9%
O=C(c1ccc(Br)cc1)N(Cc1nc2ccccc2c(=O)[nH]1)C1CCCC1 | u | 4% | 1% | -18% | 12%[10 µM] | -19% | 2% | -1%
Cc1c2cnn(-c3ccccc3)c(=O)c2c(C)n1CC(=O)N1CCN(c2cccc(Cl)c2)CC1 | x | -1%[76.3 µM] | x | -10% | x | -9% | x | 7%
O=C(Cc1ccc(Br)cc1)OCC(=O)N1CCc2ccccc2C1 | -8% | 9% | 0% | -13% | -20%[10 µM] | -14% | -11% | 6%
O=C(CSc1ccccn1)Nc1ccc(F)c([N+](=O)[O-])c1 | 14% | -14% | 3% | -13% | 11% | -13% | 1% | 0%
CCCCNC(=O)CN1C(=O)COc2ccc(S(=O)(=O)N3CCCC3)cc21 | x | -1%[76.3 µM] | x | -5% | x | -1% | x | -3%

Not a retest: three of the compounds above.
SMILES | GAA inhib | GAA glycogen | GAA spleen mod | Tau fluor counter | HTT cytoprotect | Tau fibril ThT | GLA spleen mod | Tau FP inhib
COc1ccc(C(CCNCc2ccc(F)cc2)c2ccc(F)cc2)cc1 (stereo unspecified) | u | -1% | -4% | -3% | -39%[10 µM] | -16% | -1% | 8%
COC(=O)c1sc(NC(=O)/C=C/c2ccc(C)cc2)nc1C | 2% | -4% | -2% | 4% | 13%[0.074 µM] | -3% | 0% | -4%
c1ccc(C2NCCc3ccccc32)cc1 (stereo unspecified) | u | 7% | 8% | -6% | -6%[10 µM] | -5% | 8% | -9%
